High-throughput results: PubChem BioAssay, National Center for Advancing Translational Sciences (NCATS)
GoLoco inh red = qHTS Assay for Inhibitors of RGS12 GoLoco Motif Activity (Red Fluorophore); Gai1:RGS12 GoLoco peptide FP, rhodamine, 10 min; Potency, µM (highest dose often 61.6 µM), for the others: top-dose activity, negative = inhibition, usual class: inhibitors; actives 0.44% (n = 230,000); active = well fitted inhibition curve with a large enough effect, not every such curve was filed as active; inactive = no such curve, though single readings can be large or run the other way; also: nearly all actives have a fitted effect of over 30% in size; many of its hits are not listed in these tables
Target sequence (P63096 whole entry, looked up): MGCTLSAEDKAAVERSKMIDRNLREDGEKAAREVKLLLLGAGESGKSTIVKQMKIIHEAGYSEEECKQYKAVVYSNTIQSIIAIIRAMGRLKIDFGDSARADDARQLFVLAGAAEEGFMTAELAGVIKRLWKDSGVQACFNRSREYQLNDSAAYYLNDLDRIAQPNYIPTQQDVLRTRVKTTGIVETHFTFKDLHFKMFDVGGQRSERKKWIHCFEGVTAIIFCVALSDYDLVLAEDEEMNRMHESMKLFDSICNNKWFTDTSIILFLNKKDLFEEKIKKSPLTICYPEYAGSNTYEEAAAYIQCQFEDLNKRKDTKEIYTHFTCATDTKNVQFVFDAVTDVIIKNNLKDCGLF
TRb-SRC2 inh = qHTS for Inhibitors of the Interaction of Thyroid Hormone Receptor and Steroid Receptor Coregulator 2; Thyroid hormone receptor beta (Homo sapiens), P10828; TRbeta-SRC2 peptide binding, fluorescence polarization; receptor liganded with 1 µM T3; Potency, µM (titrated, usually from 106 µM), for inactives: at the top dose activity change, negative = inhibition, actives largely listed as inhibitors; actives 0.065% (n = 280,000);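 also: plate controls were bound peptide for no effect and peptide without receptor for full effect; nearly all actives have a fitted effect of over 50% in size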
Target sequence (P10828 whole entry, looked up): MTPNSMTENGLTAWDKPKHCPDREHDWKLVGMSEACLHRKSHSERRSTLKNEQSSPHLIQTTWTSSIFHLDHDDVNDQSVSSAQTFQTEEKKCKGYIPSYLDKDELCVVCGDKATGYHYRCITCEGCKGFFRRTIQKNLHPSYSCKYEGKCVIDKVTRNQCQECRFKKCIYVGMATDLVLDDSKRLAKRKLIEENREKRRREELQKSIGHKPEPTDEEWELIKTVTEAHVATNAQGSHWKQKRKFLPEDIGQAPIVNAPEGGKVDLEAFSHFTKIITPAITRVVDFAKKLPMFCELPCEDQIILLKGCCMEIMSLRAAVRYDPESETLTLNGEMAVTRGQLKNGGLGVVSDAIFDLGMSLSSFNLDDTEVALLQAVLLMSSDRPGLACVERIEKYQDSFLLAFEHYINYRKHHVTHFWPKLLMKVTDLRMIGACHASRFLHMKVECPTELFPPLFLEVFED
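Fluorescence polarization of 20 nM Texas Red SRC2 peptide with 0.6 uM human TRb ligand-binding domain, in Tris buffer with 1uM T3 and 5% DMSO. Incubated 5 hr ambient; normalized to unbound and bound controls.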
GAA glycogen = qHTS Assay for Inhibitors and Activators of Human alpha-Glucosidase Cleavage of Glycogen | Lysosomal alpha-glucosidase (Homo sapiens), P10253 | recombinant GAA, glycogen substrate, Amplex Red glucose oxidase fluorescence | Potency, µM (doses to about 76.4 µM), without a hit: at the highest dose activity change, negative = inhibition, usual class: inhibitors | actives 0.38% (n = 300,000);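 also: 0% = full enzyme reaction and -100% = no-enzyme basal signal; the screen sought inhibitors and activators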
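Recombinant enzyme (4 nM final) with compounds titrated up to 77 uM and bovine liver glycogen (30 ug) in citrate pH 5.0, 0.01% Tween-20, 37 C 40 min. Released glucose detected by Amplex Red/glucose oxidase (Ex 573/Em 610); AC50 from Hill fits.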
RECQ1 helicase = qHTS Assay for Inhibitors of RecQ-Like Dna Helicase 1 (RECQ1) | ATP-dependent DNA helicase Q1 (Homo sapiens), P46063 | RECQ1 DNA unwinding, red fluorescence kinetic read | Potency, µM (highest dose often 57.3 µM), without a hit: at the top dose activity, negative = inhibition, hits mostly inhibitors | actives 0.54% (n = 240,000) | AID 2549, 2010;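 also: plate controls were vehicle for no effect and no enzyme for full effect; nearly all actives have a fitted effect of over 30% in size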
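RECQ1T1 50 nM; forked duplex (20 bp + 30-nt ss tails) 200 nM, ATP 2 mM final; pH 8.0, 2 mM MgCl2, 2.5 ug/ml poly(dI-dC); 15 min compound preincubation; discontinuous kinetic read over 2 h at RT.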
L3MBTL1 inh = qHTS Assay for the Inhibitors of L3MBTL1 | Potency, µM (titrated, usually from 57.1 µM), for inactives: at the highest dose activity, negative = inhibition, hits mostly inhibitors | AID 485360, 2010 | actives 0.66% (n = 230,000) | AlphaScreen L3MBTL1–H3K9me1 peptide binding | Lethal(3)malignant brain tumor-like protein 1 (Homo sapiens), Q9Y468; also: nearly all actives have a fitted effect of over 60% in size
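AlphaScreen proximity signal between nickel-chelate acceptor and streptavidin donor beads (final 10 ug/mL) reports binding of 50 nM L3MBTL1 to 75 nM biotin-H3 K9me1 peptide; complex incubated with compounds 30 min at room temperature; cefsulodin titration as control.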
GAA inhib = qHTS Assay for Inhibitors of Human alpha-Glucosidase as a Potential Chaperone Treatment of Pompe Disease; Lysosomal alpha-glucosidase (Homo sapiens), P10253; purified human GAA, 4-MU-alpha-glucoside fluorescence; Potency, µM (series often up to 76.9 µM), without a hit: at the highest dose activity change, negative = inhibition, hits mostly inhibitors; actives 0.005% (n = 200,000); AID 1466, 2008;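 also: plate controls were uninhibited enzyme wells for no effect and no-enzyme background for full effect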
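Enzyme (4 nM final) mixed with compound (up to 77 uM), then 4-MU-alpha-D-pyranoside (400 uM final) added; 20 min at room temperature, pH 5.0. Reaction stopped at pH 10, fluorescence read, AC50 derived by Hill fit.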
TR SRC2 fluor cs = Total Fluorescence Counterscreen for Inhibitors of the Interaction of Thyroid Hormone Receptor and Steroid Receptor Coregulator 2. Potency, µM (top dose mostly 106 µM), for inactives: at the top dose fluorescence change, negative = quenching. actives 0.29% (n = 280,000). TRb/SRC2 Texas Red total fluorescence interference; active = well fitted curve in either direction with a large enough effect; inconclusive = small, poorly fitted or top-dose-only effect
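Human TRb ligand-binding domain at 0.6 uM with 20 nM Texas Red SRC2 peptide in Tris buffer containing 1 uM T3 and 5% DMSO, incubated with compound 5 h at ambient temperature. Total fluorescence (555/632 nm) calculated as parallel + 2 × perpendicular.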
aGlu spleen mod = qHTS Assay for Inhibitors and Activators of Human alpha-Glucosidase From Spleen Homogenate; Lysosomal alpha-glucosidase (Homo sapiens), P10253; human spleen homogenate, 4-MU-alpha-glucoside fluorescence; Potency, µM (top dose mostly 79.9 µM), for inactives: at the highest dose activity change, negative = inhibition, hits mostly inhibitors; actives 0.006% (n = 240,000); AID 2112, 2009;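 also: 0% = enzyme with vehicle and -100% = no enzyme basal signal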
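Enzyme source: human spleen homogenate, 1 ug/well. Buffer 50 mM citric acid/K phosphate pH 5.0, 0.01% Tween-20. 4-MU-alpha-glucoside 1 mM; 37 C x 40 min; NaOH/glycine stop; fluorescence.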
* hit, by the source's call; i = inactive; ? = inconclusive; . = no result given; & = joins results of further samples; [ ] = dose if it differs, or a comment. Unless noted, calls follow the shape of the dose curve; as a rule, active = well fitted curve in the direction sought with a large enough effect; inconclusive = small, poorly fitted or top-dose-only effect, or another doubt; inactive = no such curve, though single readings can be large; an effect the other way counts as inactive or inconclusive. Unless noted, % is scaled to controls: 0 for no effect and ±100 for the full control effect; potency is read from the fitted curve at half-maximal effect. Only part of the results is shown; count on the stated rates, not on these rows.

The opening 3 records, ahead of the listing:
The line under a structure holds: GoLoco inh red | TRb-SRC2 inh | GAA glycogen | RECQ1 helicase | L3MBTL1 inh | GAA inhib | TR SRC2 fluor cs | aGlu spleen mod
- CC(C)(C)C(=O)N(CCN(C(=O)C(C)(C)C)c1ccccc1)c1ccccc1
 : -1% | 4% | 14% | -3% | 0% | -1% | -4% | -7%
- Cc1ccc2nc(-c3ccccn3)c(Nc3ccccc3C)n2c1
 : 1% | -5%&-3% | ? | 1% | . | 2% | -3%&-12% | -11%
- CC1(C)C(c2cccs2)=[N+]([O-])C2(CCCCC/C2=N\NC(N)=S)N1O (centres undefined)
 : -10% | -11% | 18µM* | -8% | . | 4% | -2% | -2%

Main list, previewed entries included:
The line under a structure holds: GoLoco inh red | TRb-SRC2 inh | GAA glycogen | RECQ1 helicase | L3MBTL1 inh | GAA inhib | TR SRC2 fluor cs | aGlu spleen mod
- CC(C)(C)C(=O)N(CCN(C(=O)C(C)(C)C)c1ccccc1)c1ccccc1
 : -1% | 4% | 14% | -3% | 0% | -1% | -4% | -7%
- Cc1ccc2nc(-c3ccccn3)c(Nc3ccccc3C)n2c1
 : 1% | -5%&-3% | ? | 1% | . | 2% | -3%&-12% | -11%
- CC1(C)C(c2cccs2)=[N+]([O-])C2(CCCCC/C2=N\NC(N)=S)N1O (centres undefined)
 : -10% | -11% | 18µM* | -8% | . | 4% | -2% | -2%
- COc1ccc(C2C(C(=O)c3cccs3)=C(O)C(=O)N2c2nncs2)cc1 (centres undefined)
 : 1.8µM* | 1% | -5% | -4% | -7% | -3% | 1% | -9%
- Nc1nnc(-c2cc3ccccc3oc2=O)s1
 : 9% | -6% | 1% | -4% | -6% | -2% | -9% | -8%
- CN(C)S(=O)(=O)c1ccc(C(=O)N2CCOCC2)cc1
 : 2% | -8% | 4% | i | . | 2% | -2% | 9%
- O=C(CSc1nc(N2CCCCC2)nc(N2CCCCC2)n1)c1ccccc1
 : -2% | -4% | -5% | i | . | -1% | -5% | -18%
- Cc1ccc(C(=O)N2NC(c3ccc(F)cc3)C3C(=O)N(c4ccc(C)cc4)C(=O)C32)cc1 (centres undefined)
 : 35%[activator] | -2% | -10% | -1% | -5% | 3% | 0% | -1%
- COC(=O)Cc1ccc(NC(=O)C(c2ccccc2)c2ccccc2)cc1
 : 5% | -1% | -6% | i | 8% | -5% | 0% | 5%
- O=C1c2ccc3c4c(ccc(c24)C(=O)N1c1cccc(O)c1)CC3
 : -6% | 4% | 7% | -16% | 1% | -1% | 1% | 0%
- Cc1ccc(NC(=O)c2cc(S(=O)(=O)N3CCCCC3)cs2)cc1
 : 1% | -6% | -14% | -15% | . | -4% | -1% | -5%
- O=C(COC(=O)c1cnccn1)c1ccc(Cl)cc1
 : -1% | -4% | 2% | -1% | -25% | 0% | -4% | 6%
- CC(C)OC(=O)CN1C(=O)C(C)(C)Oc2ccc(C(=O)NC3CC3)cc21
 : 1% | 4% | -5% | 3% | 20%[11.4 µM] | -4% | 2% | 0%
- O=C(CSc1nc(O)c(Cc2ccccc2F)c(=O)[nH]1)N1CCCCCC1
 : 1% | -11% | 13% | i | 6% | -3% | -3% | -2%
- CCCN1CNC(=S)N(CCc2ccccc2)C1
 : 0% | 6% | 17% | -6% | 5% | ? | -1% | 2%
- COCC(=O)N(Cc1ccc(OC)cc1)Cc1nc2ccccc2c(=O)[nH]1
 : 2% | 6% | 6% | -4% | -1% | -3% | 1% | 5%
- COCCCNC(=O)c1ccc(Cn2c(=O)c3ccccc3n(Cc3ccc(C)cc3)c2=O)cc1
 : 2% | -5%&12% | 16%[76.3 µM] | -7% | . | 2% | -2%&-1% | 0%
- CCCS(=O)(=O)c1c(S(=O)(=O)CCC)c2c3ccccc3ccn2c1C(N)=O
 : 4% | -2% | 1% | -6% | 4% | -2% | -1% | -7%
- Cc1ccc2cccc(OCC(=O)Nc3ccc(N4CCOCC4)cc3)c2n1
 : 11% | -7% | 3% | -6% | -17% | -4% | -7% | -4%
- COc1cccc(-n2c(=O)c3cc(OC)c(OC)cc3n(CC(=O)Nc3cc(C)[nH]n3)c2=O)c1
 : -1% | -14% | -4% | 1% | -11% | 4% | 0% | 2%

Looked up above.
For GoLoco inh red, `Nc1nnc(-c2cc3ccccc3oc2=O)s1` is entered as 9%
For GoLoco inh red, `Cc1ccc2nc(-c3ccccn3)c(Nc3ccccc3C)n2c1` is entered as 1%
For L3MBTL1 inh, `COc1ccc(C2C(C(=O)c3cccs3)=C(O)C(=O)N2c2nncs2)cc1` (centres undefined) is entered as -7%
For GoLoco inh red, `CC1(C)C(c2cccs2)=[N+]([O-])C2(CCCCC/C2=N\NC(N)=S)N1O` (centres undefined) is entered as -10%
For L3MBTL1 inh, `O=C1c2ccc3c4c(ccc(c24)C(=O)N1c1cccc(O)c1)CC3` is entered as 1%

Other compounds
The line under a structure holds: GoLoco inh red | TRb-SRC2 inh | GAA glycogen | RECQ1 helicase | L3MBTL1 inh | GAA inhib | TR SRC2 fluor cs | aGlu spleen mod
- Fc1ccc(C[n+]2csc3ccccc32)cc1
 : -7% | 3% | -11% | -1% | -7% | -5% | -2% | -4%
- N#C/C(=C(/O)CN1CCOCC1)c1nc2ccccc2s1
 : 2% | 1% | 0% | -10% | . | 3% | -6% | -16%
- CC(C)CC(NC(=O)OCC1c2ccccc2-c2ccccc21)C(=O)O (centres undefined)
 : 5% | 0% | . | -4% | . | . | 1% | 0%
- COc1ccc(NC(=O)C2CCCN2c2ccc(OC)c(OC)c2)cc1OC (centres undefined)
 : 2% | -5% | -21% | -6% | -2% | -4% | -5% | 10%
- CCOc1cc(N2CCOCC2)c(OCC)cc1NC(=O)c1c(-c2ccccc2Cl)noc1C
 : 16% | 4% | 0% | -4% | ? | -9% | 1% | .
- Cc1c(C(=O)CN2CCOCC2)[nH]c2ccccc12
 : . | -6% | 7% | -2% | -3% | 5% | -3% | 4%
- COc1ccccc1NC(=O)c1ccc(CN(c2cc(Cl)ccc2C)S(=O)(=O)c2ccccc2)cc1
 : 11% | -4% | 5% | 0% | 4% | 0% | 0% | 7%
- COC(=O)c1c(C(=O)OC)c(-c2ccc(C)cc2)n2c1CCC2
 : 13% | -5% | -6% | -6% | -3% | -7% | -1% | -7%
- C=C(C)CNC(=S)NNC(=O)c1cc(C)oc1C
 : -2% | -10% | -28% | -3% | 6% | -4% | 2% | 7%
- COc1ccc(Cn2nnnc2C(c2cccs2)N2CCOCC2)cc1 (centres undefined)
 : -6% | 3% | 10% | i | 5% | -1% | -4% | -7%
- O=C(NCC1CCCO1)C1CCC(=O)N1Cc1ccc(F)cc1 (centres undefined)
 : 2% | 4% | 13% | -4% | 2% | -11% | -2% | -8%
- C=CC[N+](C)(C)C/C(Cl)=C(\Cl)c1ccccc1
 : -3% | -11% | 3% | i | . | 6% | -1% | -11%
- CC[C@H](C)[C@@H](NC(=O)O[C@@H]1C(=O)c2ccc(OC)cc2O[C@H]1c1ccc2c(c1)OCO2)C(=O)OC
 : 4% | 1% | . | 8% | . | . | -3% | -2%
- CCCOc1ccc(C(=O)Nc2nc(C)c(Cc3ccc4c(c3)OCO4)s2)cc1
 : 3% | 8% | -1% | -1% | 2% | 10% | 2% | 5%
- COc1ccc(NC(=O)c2ccc3c(SCC(=O)O)c4c(nc3c2)CCCC4)c(OC)c1
 : -2% | 3%&5% | -13% | ? | . | -2% | -28%&2% | 3%
- Cc1ccc(Nc2c(-c3ccccc3O)nc3cnccn23)cc1
 : 3% | -3% | ? | i | . | -14% | -1% | 0%
- CN(C)/C(CN1CCCCC1)=C1\N=C(c2ccccc2)OC1=O
 : -3% | -5% | 8% | i | -9% | -4% | -3% | -24%
- CCOC(=O)C1(Cc2cccc(F)c2)CCN(C(=O)c2cscn2)CC1
 : -11% | 5% | 16% | 12% | 2% | . | -4% | -3%
- C/C1=C/CC(C)(C)/C=C/C/C(C)=C/CC1
 : 3% | -4% | . | -14% | . | . | -4% | -1%
- COC(=O)NC(CC(C)=O)c1cccs1 (centres undefined)
 : . | 7%[11.2 µM] | . | 1%[11.5 µM] | . | . | 2%[11.2 µM] | 16%[17.4 µM]
- Cc1cccc(C)c1OCC(=O)N/N=C/c1cccn1C
 : -2% | 3% | 2% | i | -25% | 0% | 2% | 4%
- Cc1cnc(CNc2ccnc(-c3ccc(C(=O)N(C)C)cc3)n2)cn1
 : 6% | -4% | . | -1% | . | . | -1% | 11%
- O=C(NCc1ccc2c(c1)OCO2)C1CCC(=O)N1C1CCCCC1 (centres undefined)
 : -1% | -2% | 12% | 20% | -15% | . | -2% | 11%
- CC(C)C[C@@H](CC(=O)N[C@@H](CCCN)CC(=O)N[C@@H]1CCCC[C@H]1C(=O)N[C@H](CC(=O)N[C@@H](CCC(=O)O)CC(=O)O)Cc1ccccc1)NC(=O)[C@@H]1CNCC[C@H]1N
 : 1% | 8% | . | -15% | . | . | 0% | 4%
- CCC[C@@H]1C[C@@]1(CCC)C(NC(=O)c1ccc(-c2ccccc2)cc1)c1cccc(Cl)c1 (some centres undefined)
 : -2% | 1% | . | i | . | . | 3% | 5%
- COc1ccc(C(CC(=O)O)NC(=O)c2ccco2)cc1 (centres undefined)
 : -8% | 4% | 6% | -1% | . | 2% | 0% | 4%
- CCc1c(-c2ccccc2)[n+](=O)c2c(n1[O-])CCC2
 : 8% | 5% | 6% | -4% | -1% | . | 1% | 6%
